TEAD-YAP inh = TEAD-YAP interaction inhibition, primary screen, TEAD-YAP interaction inhibitor project, luminescence, HEK-TIYL cells; TEAD-Gal4/YAP UAS-luciferase luminescence; inhibition, % at 9.12 µM; AID 1259422, 2018; actives 1.4% (n = 640,000); in the data active means inhibition above about 32%;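 further: 0% = median of test compound wells and 100% = reference inhibitor wells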
GPR151 activ = activators of human GPR151, primary screen, cell-based, PathHunter beta-arrestin, luminescence | PathHunter beta-arrestin GPR151 cells | actives 1% (n = 650,000) | G-protein coupled receptor 151 (Homo sapiens), Q8TDV0 | activation, % at 11.2 µM; in the data active means activation above about 4.9%;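 further: 0% = median of compound wells and 100% = cells with positive control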
Target sequence (Q8TDV0 whole entry, looked up): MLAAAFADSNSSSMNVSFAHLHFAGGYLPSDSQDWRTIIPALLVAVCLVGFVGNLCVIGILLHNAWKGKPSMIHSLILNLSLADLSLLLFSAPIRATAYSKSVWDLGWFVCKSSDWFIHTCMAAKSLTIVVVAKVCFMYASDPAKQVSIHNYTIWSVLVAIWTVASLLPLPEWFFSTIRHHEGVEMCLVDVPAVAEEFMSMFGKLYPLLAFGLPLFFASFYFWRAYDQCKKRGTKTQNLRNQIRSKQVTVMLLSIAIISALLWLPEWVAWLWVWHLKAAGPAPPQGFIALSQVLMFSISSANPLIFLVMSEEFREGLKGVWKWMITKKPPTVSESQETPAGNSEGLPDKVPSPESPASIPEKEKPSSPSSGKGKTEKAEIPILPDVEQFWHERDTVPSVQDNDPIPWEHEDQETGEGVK
MITF primary = MITF inhibitors, primary screen, biochemical, AlphaScreen, human. AID 1259374, 2018. AlphaScreen MITF homodimerization, bead proximity signal. actives 0.91% (n = 650,000). inhibition, % at 2.6 µM. Microphthalmia-associated transcription factor (Homo sapiens), O75030; in the data active means inhibition above about 50%;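 further: 0% = vehicle wells with protein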
FBW7 activator = FBW7 E3 ligase activators, primary screen, biochemical, AlphaScreen, human; AlphaScreen FBW7–phospho-cyclin E peptide binding, activator screen; actives 0.13% (n = 650,000); normalized activity (activation), % at 26.1 µM; in the data active means normalized activity above about 1.9%;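 further: purified mutant Fbw7 with reduced substrate affinity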
Target sequence (Q969H0 whole entry, looked up): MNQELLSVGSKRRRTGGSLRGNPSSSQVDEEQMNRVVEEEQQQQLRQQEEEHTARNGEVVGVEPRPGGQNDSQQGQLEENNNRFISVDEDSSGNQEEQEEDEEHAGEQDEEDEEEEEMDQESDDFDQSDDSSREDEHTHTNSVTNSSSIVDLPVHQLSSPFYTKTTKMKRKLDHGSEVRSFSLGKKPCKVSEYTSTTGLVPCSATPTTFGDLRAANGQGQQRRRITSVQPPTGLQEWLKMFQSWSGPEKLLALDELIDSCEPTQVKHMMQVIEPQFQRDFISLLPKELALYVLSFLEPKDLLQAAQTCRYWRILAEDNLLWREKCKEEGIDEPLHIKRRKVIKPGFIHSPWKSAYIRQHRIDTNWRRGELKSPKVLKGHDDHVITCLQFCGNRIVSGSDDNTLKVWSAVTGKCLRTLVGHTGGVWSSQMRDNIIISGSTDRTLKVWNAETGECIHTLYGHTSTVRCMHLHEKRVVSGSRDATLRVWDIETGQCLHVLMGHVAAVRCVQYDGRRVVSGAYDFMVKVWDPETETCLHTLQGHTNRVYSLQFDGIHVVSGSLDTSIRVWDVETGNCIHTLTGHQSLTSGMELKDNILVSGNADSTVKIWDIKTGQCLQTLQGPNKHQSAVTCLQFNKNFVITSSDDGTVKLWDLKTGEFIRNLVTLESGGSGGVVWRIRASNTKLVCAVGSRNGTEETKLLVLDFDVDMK
An asterisk follows results filed as active.

Preview:
SMILES | TEAD-YAP inh | GPR151 activ | MITF primary | FBW7 activator
Cc1cccc(NC(=O)CSc2nnc(NC(=O)COc3ccccc3)s2)c1C | -13 | -1.7 | 0 | -0.1
Cc1cc(N2CCC3(CC2)OCCO3)n2nc(C)c(-c3ccc(Cl)cc3)c2n1 | 0 | 0.0 | 3 | -0.1
Cc1cccn2c(=O)c3cc(C(=O)Nc4ccc(Nc5ccccc5)cc4)n(C)c3nc12 | 2 | 2.7 | 6 | -0.1
O=C1NN(c2ccc(Cl)cc2)C(=O)/C1=C/c1ccccc1 | 8 | -0.9 | 8 | 0.6
CSc1ccc(CN2CCN(C(=O)c3ccccc3F)CC2)cc1 | 31 | -0.2 | 40 | -0.2
CC(C)c1ccc2oc(-c3ccc(NC(=O)c4ccc([N+](=O)[O-])cc4)cc3)nc2c1 | 7 | -1.5 | 10 | 0.5
O=C(/C=C/c1cccc(Cl)c1)NCCN1CCOCC1 | 4 | 0.8 | 4 | 0.1
Cc1cc2c(Nc3ccccc3C)ncnc2s1 | -25 | -0.2 | -2 | 0.0
COc1ccc(N(CC(=O)NCc2ccccn2)S(C)(=O)=O)cc1 | -2 | 2.9 | 8 | 0.1
O=C(c1ccc(N2C(=O)C3C4C=CC(C4)C3C2=O)c([N+](=O)[O-])c1)N1CC=C(c2ccccc2)CC1 (stereo not drawn) | 1 | -0.3 | 5 | 0.0
CC(C)OC(=O)C(C)OC(=O)c1ccc(Cl)c(Cl)c1 (stereo not drawn) | -2 | -1.1 | 13 | 0.4
O=C1NC(=S)S/C1=C\c1cc2ccccc2nc1N1CCOCC1 | -1 | 0.6 | -4 | 0.0
CN(Cc1cccc2ccccc12)C(=O)CC1C(=O)NCCN1CC(C)(C)C (stereo not drawn) | -3 | -0.9 | -8 | -0.1
COc1ccc(-c2nc(CSc3nnc(C)n4c3cc3occc34)c(C)o2)cc1OC | 6 | 1.3 | 12 | 0.4
CCOc1ccc(NC(=O)CC(C(=O)O)N2CCOCC2)cc1 (stereo not drawn) | 8 | 0.7 | 0 | 0.1
O=C(Nc1cccc(F)c1)c1cc2cc(Br)ccc2oc1=O | -8 | 4.6 | 17 | 0.5

The list itself, previewed entries included:
SMILES | TEAD-YAP inh | GPR151 activ | MITF primary | FBW7 activator
Cc1cccc(NC(=O)CSc2nnc(NC(=O)COc3ccccc3)s2)c1C | -13 | -1.7 | 0 | -0.1
Cc1cc(N2CCC3(CC2)OCCO3)n2nc(C)c(-c3ccc(Cl)cc3)c2n1 | 0 | 0.0 | 3 | -0.1
Cc1cccn2c(=O)c3cc(C(=O)Nc4ccc(Nc5ccccc5)cc4)n(C)c3nc12 | 2 | 2.7 | 6 | -0.1
O=C1NN(c2ccc(Cl)cc2)C(=O)/C1=C/c1ccccc1 | 8 | -0.9 | 8 | 0.6
CSc1ccc(CN2CCN(C(=O)c3ccccc3F)CC2)cc1 | 31 | -0.2 | 40 | -0.2
CC(C)c1ccc2oc(-c3ccc(NC(=O)c4ccc([N+](=O)[O-])cc4)cc3)nc2c1 | 7 | -1.5 | 10 | 0.5
O=C(/C=C/c1cccc(Cl)c1)NCCN1CCOCC1 | 4 | 0.8 | 4 | 0.1
Cc1cc2c(Nc3ccccc3C)ncnc2s1 | -25 | -0.2 | -2 | 0.0
COc1ccc(N(CC(=O)NCc2ccccn2)S(C)(=O)=O)cc1 | -2 | 2.9 | 8 | 0.1
O=C(c1ccc(N2C(=O)C3C4C=CC(C4)C3C2=O)c([N+](=O)[O-])c1)N1CC=C(c2ccccc2)CC1 (stereo not drawn) | 1 | -0.3 | 5 | 0.0
CC(C)OC(=O)C(C)OC(=O)c1ccc(Cl)c(Cl)c1 (stereo not drawn) | -2 | -1.1 | 13 | 0.4
O=C1NC(=S)S/C1=C\c1cc2ccccc2nc1N1CCOCC1 | -1 | 0.6 | -4 | 0.0
CN(Cc1cccc2ccccc12)C(=O)CC1C(=O)NCCN1CC(C)(C)C (stereo not drawn) | -3 | -0.9 | -8 | -0.1
COc1ccc(-c2nc(CSc3nnc(C)n4c3cc3occc34)c(C)o2)cc1OC | 6 | 1.3 | 12 | 0.4
CCOc1ccc(NC(=O)CC(C(=O)O)N2CCOCC2)cc1 (stereo not drawn) | 8 | 0.7 | 0 | 0.1
O=C(Nc1cccc(F)c1)c1cc2cc(Br)ccc2oc1=O | -8 | 4.6 | 17 | 0.5
Cc1cc(=O)n(CC(=O)Nc2ccc(C)c(F)c2)cn1 | 6 | -1.4 | 11 | 0.1
COc1ccc(-n2cc(-c3ccccc3)c3c(Nc4ccccc4SC)ncnc32)cc1 | 11 | -1.9 | 10 | 0.4
COc1ccc(CN2CCN(C(=O)c3cccs3)CC2)c(OC)c1OC | -1 | -1.0 | 38 | -0.1
CCc1cccc(N(Cc2nnc3n2CCCCC3)C(=O)Nc2ccc(OC)cc2)c1 | 11 | 1.3 | -7 | 0.0
COc1cc(NC(=O)c2ccc(C)cc2Cl)ccc1NC(=O)c1cc2ccccc2o1 | -10 | -0.2 | 21 | 0.2
COc1cc(NC(=O)CCS(=O)(=O)c2ccc(Br)cc2)cc(OC)c1 | 4 | 1.1 | 0 | 0.1
NS(=O)(=O)c1ccc(CCNC(=O)CCCn2c(SCc3cccc(Cl)c3)nc3ccsc3c2=O)cc1 | -3 | -0.5 | 0 | 0.0
CC1(C)Cc2c(sc(NC(=O)C3CC(Cl)=CCC3C(=O)O)c2C#N)CO1 (stereo not drawn) | -10 | 0.8 | -8 | -0.4
Cn1c(C(=O)N2CCOCC2)cc2c(=O)n3ccccc3nc21 | -16 | -0.9 | 19 | 0.1
O=C(O)C1CCCCC1C(=O)Nc1ccc(Br)cc1F (stereo not drawn) | -4 | -0.7 | 7 | 0.3
CCOc1ccc(NC(=O)CSc2nc3ccsc3c(=O)n2-c2ccc(Cl)cc2)cc1 | 25 | -1.1 | 5 | -0.4
Cc1cc(C)n2nc(C(=O)N/N=C/c3ccccc3C)nc2n1 | -8 | -1.8 | 2 | -0.2
N#Cc1c(NC(=O)CN2CCN(c3ccccn3)CC2)sc2c1CCCC2 | 2 | 1.4 | 1 | 0.0
Cc1cc2c(=O)n(CC(=O)NCC(=O)Nc3ccc4c(c3)OCCO4)cnc2s1 | 1 | -0.4 | 3 | 0.2
CC(=O)c1cccc(NC(=O)c2ccc(N3CC4CC(C3)c3cccc(=O)n3C4)c(NC(=O)c3c(F)cccc3F)c2)c1 (stereo not drawn) | 12 | 1.4 | -1 | -0.1
COc1cc(C(=O)NCC(C)NC(=O)c2cc(OC)c(OC)c(OC)c2)cc(OC)c1OC (stereo not drawn) | 0 | 0.9 | -6 | -0.1
C/C=N/NC(=O)c1cccc(Br)c1 | -46 | -0.7 | -16 | -0.2
O=C(c1ccc(Cl)cc1)C(CN1CCOCC1)c1ccccc1 (stereo not drawn) | 13 | -1.3 | -7 | -0.1
COc1cc(/C=C2\N=C(c3cccc(I)c3)OC2=O)ccc1OC(C)=O | 5 | 1.9 | 4 | 0.1
CC(C)N(C)c1nc(N)c(C#N)c(C(C#N)Cc2ccccc2)c1C#N (stereo not drawn) | 10 | -0.9 | 6 | 0.0
O=C(NCC1CCCO1)c1cnn2c(C(F)(F)F)cc(-c3ccco3)nc12 (stereo not drawn) | 3 | -1.2 | 20 | 0.1
N#Cc1cc[n+](CC(=O)c2cccs2)cc1 | -14 | -0.6 | 10 | -0.1
CCNc1cc(CC)nc2c3c(C)cc(C)nc3nn12 | 3 | -0.5 | -8 | 0.0
CC(=O)N(CN1C(=O)c2ccc([N+](=O)[O-])cc2C1=O)c1ccc(Oc2ccc(Cl)cc2)cc1 | 6 | 0.5 | -8 | 0.1
O=C(NCC(c1cccnc1)N1CCOCC1)c1ccccc1F (stereo not drawn) | 1 | 0.0 | -2 | -0.1
COc1cc(C#N)cc(Cl)c1OCC(=O)c1ccccc1 | 7 | -0.5 | 22 | 0.2
COc1cccc(-n2cc(C(=O)NCCC(=O)Nc3ccc(Oc4ccccc4)cc3)c3ccccc3c2=O)c1 | 15 | -0.8 | 5 | 0.4
CCOc1ccccc1CNCc1c(C(=O)O)n(CC)c2cc(OC)ccc12 | -8 | -1.1 | 2 | 0.1
O=C(C1CC(c2c(F)cccc2Cl)=NO1)N1CCOCC1 (stereo not drawn) | -65 | -2.0 | 3 | 0.1
COc1cc(NC(=O)COc2c(C)ccc(C)c2C)c(OC)cc1Cl | 3 | 0.0 | 10 | 0.2
Cc1cc(Cl)ccc1OCC(=O)N1C(C)CCCC1C (stereo not drawn) | -16 | -0.1 | 9 | 0.0
O=C(COC(=O)c1ccc(Br)c([N+](=O)[O-])c1)c1ccc(-c2ccccc2)cc1 | 0 | 1.3 | 3 | -0.1
COc1ccc(S(=O)(=O)N2CCC(c3nc(-c4ccc(F)cc4)no3)CC2)cc1 | -2 | -0.2 | -17 | 0.0
O=C(NCc1cccc(Cl)c1)c1ccc2c(=O)n(C3CCCCC3)c(SCc3cccc([N+](=O)[O-])c3)nc2c1 | 1 | -0.5 | 1 | 0.8
N#CC1=C(SCC(=O)NC23CC4CC(CC(C4)C2)C3)NC(=O)C(C#N)C12CCCCC2 (stereo not drawn) | -9 | 0.6 | 4 | 0.1
CS(=O)(=O)N(CC(=O)Nc1ccccc1)c1ccc(F)c(Cl)c1 | -5 | 0.7 | 11 | 0.1
CC(C)[C@@H](CO)n1c(=O)[nH]c2ncc(-c3cccc(O)c3)nc21 | -9 | -0.2 | 1 | -0.5
Cn1cc(-c2nc3ccccc3[nH]2)c2ccccc21 | -41 | -1.2 | -10 | -0.1
CC1CCc2cc(F)ccc2N1C(=O)c1ccco1 (stereo not drawn) | 16 | -0.3 | 6 | -0.1
NC(=O)c1ccc(NC(=O)Cc2ccc(Br)cc2)cc1 | -2 | 0.2 | -6 | 0.1
O=C1c2ccc(Oc3ccc(Nc4nc(-c5ccccc5Cl)nc5ccccc45)cc3)cc2C(=O)N1c1cccc(C(F)(F)F)c1 | 6 | 0.2 | 1 | 0.1
CCOc1ccc(C(=O)N(c2ccc(C)cc2)C2C=CS(=O)(=O)C2)cc1OCC (stereo not drawn) | -10 | -0.3 | 14 | 1.1
CCCCOc1ccc(C(=O)N=c2sc(C(=O)OCC)c(C)n2C)cc1 | -4 | 1.6 | 3 | 0.0
Cc1cccc(C)c1-n1c(SCc2ccccc2F)nc2c(sc(=S)n2-c2c(C)cccc2C)c1=O | 41* | 1.7 | 0 | -0.2

(next part)
SMILES | TEAD-YAP inh | GPR151 activ | MITF primary | FBW7 activator
CC(C)(C)C(=O)COC(=O)c1ccc2c(c1)OCCO2 | -7 | -1.4 | 16 | 0.5
O=c1ccc2cc(S(=O)(=O)NCc3ccc(F)cc3)ccc2[nH]1 | -3 | 0.0 | -4 | -0.2
O=C(NCC1CCOCC1)C1CC(C(c2ccccc2)c2ccccc2)=NO1 (stereo not drawn) | -4 | 0.7 | -17 | -0.4
COc1ccc(/C=c2\sc3nnc(-c4ccc(C)cc4)n3c2=O)c(OC)c1 | 9 | -0.1 | -2 | 0.1
CN(CC(=O)NNC(=O)c1ccc(Br)cc1)C1CCCCC1 | -5 | -1.2 | -22 | 0.0
CCOc1ccc(N2C(=O)/C(=C/c3ccccc3)NC2=S)cc1 | -8 | -0.6 | -6 | -0.1
Cc1ccccc1NC(=O)c1sc2nc(N)c(C#N)cc2c1N | -12 | 0.7 | 0 | 0.0
COc1ccc2nc3sc(C(=O)N4CCN(c5ccccc5)CC4)c(N)c3cc2c1 | 1 | 1.2 | -2 | -0.1
O=C(NCCc1nc2ccccc2[nH]1)c1ccc(Cl)cc1 | 1 | 0.9 | 4 | 0.1
Cc1noc(C)c1NC(=O)NCCOc1ccccc1 | -5 | -0.4 | 19 | 1.2
CCNc1nc(Oc2ccc(=O)n(C)n2)nc(N2CCOCC2)n1 | -23 | 0.7 | 14 | 0.2
O=C1N(Cc2cccnc2)C[C@@H]2C[C@@H](c3sc4ccccc4c3Cl)N3CCC[C@@]123 | 1 | 1.2 | 13 | 0.0
O=C(CN1CCCCCC1)Nc1cccc2ccccc12 | 4 | 0.3 | 50 | 0.0
CCOCCCNC(=O)c1ccc(-c2ccccc2)cc1 | -33 | -2.4 | 7 | 0.1
N#CC1=C(N)Oc2n[nH]c(-c3ccc(Cl)cc3)c2C1c1ccc(O)cc1 (stereo not drawn) | -4 | 0.9 | 1 | -0.1
O=C(NCc1nc(-c2ccncc2)no1)c1ccccc1 | -2 | -0.4 | 6 | 0.2
O=C(O)CCn1c(SCc2ccc(Cl)cc2)nc2ccsc2c1=O | 0 | 0.2 | 3 | 0.1
Cc1cc(Cl)ccc1N(CC(=O)NC1CCCCCC1)S(C)(=O)=O | -3 | 2.3 | 7 | 0.1
O=C(NCCN1CCOCC1)c1cncc(Br)c1 | 11 | -0.5 | 2 | 0.1
COc1cc(Nc2ncc(C(=O)NCc3cccc(C(F)(F)F)c3)s2)cc(OC)c1OC | -6 | 2.9 | 29 | 0.6
CCCCOc1ccc(C(=O)N2CCC(c3nc4ccccc4[nH]3)CC2)cc1 | 7 | 0.7 | 2 | -0.1
O=C(CCl)NC(=O)Nc1ccccc1F | 10 | -0.5 | 12 | -0.1
COc1ccc(C2CC(c3ccc(OC)c(OC)c3)=NN2C(C)=O)cc1 (stereo not drawn) | -87 | 1.7 | 3 | 0.1
Cc1cc2c(c(=O)o1)C(c1ccc3c(c1)OCO3)C(C#N)=C(N)O2 (stereo not drawn) | 6 | 0.9 | -12 | -0.1

High-throughput results: PubChem, The Scripps Research Institute Molecular Screening Center
